Assay outcomes deposited in PubChem by National Center for Advancing Translational Sciences (NCATS).
Glioma ERSR ind = ER stress response induction in glioma | 420,000 compounds, 0.02% hits | Potency, µM, without a hit: top-dose activation, usual class: activators | U87-MG GRP78 promoter luciferase reporter, 16 h; note: potency is the fitted concentration of half-maximal effect; series mostly up to about 76 µM; % of control where 0% means no effect; nearly all actives have a fitted effect of over 35% in size
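Stably transfected U87-MG glioma cells carrying a GRP78-based luciferase sensor; 16 h compound incubation. Luminescence end-point read 10 min after Bright-Glo addition at room temperature.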
D2 potentiator = D2 dopamine receptor (human) potentiation. P14416. HEK293 T-REx D2, calcium flux, EC20 dopamine potentiation. potentiation, % at 10 µM. 340,000 compounds, 0.34% hits. AID 485347;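 active = potentiation over 3 SD above the plate norm, cut at about 30% in these data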; note: 0% is about no effect
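Potentiation of an EC20 dopamine calcium response is measured in a force-coupled, tetracycline-inducible Hek293 Trex D2 line. Compound-only kinetic reads over 180 s flag agonists before dopamine addition.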
D1 antagonist = blocks dopamine activation of the human D1 receptor; P21728; HEK293 TREx D1 cells, calcium flux, dopamine EC80; stronger effect = lower value; activity change, negative = inhibition, % at 10 µM; 360,000 compounds, 3.2% hits; in the data active = activity change below about -30%; note: % is set by controls: 0 for no effect and ±100 for the full control effect
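Kinetic fluorescence of a calcium dye serves as the read-out. D1-expressing Hek293 Trex cells, induced overnight at 30 C, are exposed to compound for 180 s before an EC80 dopamine addition, then read 180 s further.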
Vif-APOBEC3F blk = blocks the Vif interaction with APOBEC3F | HeLa A3F-eYFP + Vif (tagged APOBEC3F with the HIV-1 protein that degrades it), YFP fluorescence increase | Potency, µM (series often up to 46.1 µM), inactives show at the highest dose activity, negative = active | 390,000 compounds, 0.2% hits; note: potency is the fitted concentration of half-maximal effect; % of control where 0% means no effect; nearly all actives have a fitted effect of over 65% in size
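HeLa cells stably expressing A3F-eYFP plus Vif, plated and incubated overnight at 37 deg C, then exposed to compounds overnight at 37 deg C. Blocked degradation read as raised yellow fluorescence (Ex 488/Em 500-530).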
RXFP1 ag = activates the human relaxin receptor RXFP1; Q9HBX9; HEK293T-RXFP1 cAMP TR-FRET, 30 min; response scale: percent of porcine relaxin response, buffer zero; Potency, µM (top dose mostly 57.5 µM), for the others: at the highest dose activation, most hits filed as activators; 370,000 compounds, 0.3% hits; AID 2676; note: potency is the fitted concentration of half-maximal effect; % is set by controls: 0 for no effect and ±100 for the full control effect; nearly all actives have a fitted effect of over 60% in size; many of its hits are not listed in these tables
Target sequence (Q9HBX9 whole entry, looked up): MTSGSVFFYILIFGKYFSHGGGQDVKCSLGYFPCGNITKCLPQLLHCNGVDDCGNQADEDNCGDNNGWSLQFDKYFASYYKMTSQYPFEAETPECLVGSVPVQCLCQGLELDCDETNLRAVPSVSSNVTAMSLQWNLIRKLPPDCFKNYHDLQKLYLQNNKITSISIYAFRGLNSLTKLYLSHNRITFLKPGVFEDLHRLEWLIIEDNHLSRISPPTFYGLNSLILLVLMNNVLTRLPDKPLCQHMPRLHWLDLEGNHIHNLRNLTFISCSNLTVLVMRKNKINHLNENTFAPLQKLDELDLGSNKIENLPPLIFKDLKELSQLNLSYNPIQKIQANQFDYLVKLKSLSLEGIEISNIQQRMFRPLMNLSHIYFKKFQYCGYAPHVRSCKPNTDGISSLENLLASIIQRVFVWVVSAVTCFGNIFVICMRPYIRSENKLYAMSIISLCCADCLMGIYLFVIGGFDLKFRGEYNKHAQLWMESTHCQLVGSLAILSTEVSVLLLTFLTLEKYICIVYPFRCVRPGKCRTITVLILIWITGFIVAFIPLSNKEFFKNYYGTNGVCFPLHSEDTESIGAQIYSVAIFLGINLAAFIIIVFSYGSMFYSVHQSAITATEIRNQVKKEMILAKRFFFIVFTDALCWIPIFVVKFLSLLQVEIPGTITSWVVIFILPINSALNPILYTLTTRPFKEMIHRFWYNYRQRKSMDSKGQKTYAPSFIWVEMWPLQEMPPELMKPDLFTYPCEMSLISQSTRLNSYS
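HEK293T cells stably expressing RXFP1 were pretreated with the PDE4 inhibitor Ro 20174, exposed to compounds for 30 min at 37C, lysed, and cAMP was read by TR-FRET. Data normalized to buffer (basal) and 29 nM porcine relaxin (100%).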
LDHA inh = blocks human lactate dehydrogenase A; 480,000 compounds, 0.15% hits; P00338; activity change, % (values are at about 110 or 230 µM); AID 1347041; purified LDHA, NADH/diaphorase-resazurin fluorescence; stronger effect = lower value; in the data active = activity change below about -30%; inconclusive = mostly about -25% to -30%;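 note: plate controls were DMSO wells for no effect and wells without enzyme for full effect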
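Human LDH5 at 2 nM final in Tris HCl pH 7.4 with 0.06 mM NADH and 0.2 mM pyruvate, reacted 5 minutes at room temperature. Remaining NADH coupled via diaphorase/resazurin; resorufin fluorescence read at 0 and 20 minutes, normalized to enzyme-free and DMSO wells.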
D1 PAM = potentiators of human D1 dopamine receptor; P21728; HEK293 TREx D1 cells, calcium flux, dopamine EC20 potentiation; potentiation, % at 10 µM; 360,000 compounds, 0.036% hits; AID 504651; in the data active = potentiation above about 30%; note: 0% is about no effect
Vif-APOBEC3G blk = blocks the Vif interaction with human APOBEC3G; Q9HC16; HeLa A3G-eYFP + Vif (tagged APOBEC3G with the HIV-1 protein that degrades it), YFP fluorescence, overnight; Potency, µM (series often up to 46.1 µM), for the others: at the top dose activity, negative = active, hits mostly inhibitors; 410,000 compounds, 0.076% hits;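 note: potency is the fitted concentration of half-maximal effect; % is set by controls: 0 for no effect and ±100 for the full control effect; nearly all actives have a fitted effect of over 60% in size; hits raise eYFP signal because A3G escapes Vif-driven loss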
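Read-out is eYFP fluorescence (Ex 488/Em 500-530) from Vif-expressing HeLa A3G-eYFP cells; more signal means A3G escaped Vif-mediated degradation. Cells plated overnight, compound pinned in, incubated overnight at 37 deg C.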
D1 ag = agonists of human D1 dopamine receptor. HEK293 T-REx D1 cells, calcium flux, agonist mode. activation, % at 2 µM. P21728. 360,000 compounds, 1% hits; in the data active = activation above about 30%; note: 0% is about no effect
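Agonism was scored from calcium flux recorded over 180 s (1 read/s) after pintool compound addition, following a 10-cycle baseline. Cells were inducible force-coupled HEK293 TREx D1, plated overnight at 30 C and loaded with no-wash calcium dye.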
* = called active by the depositor; ? = inconclusive; · = no result given; & = joins results of further samples. Unless noted, calls come from the whole dose curve; as a rule, active = well fitted curve in the direction sought with a large enough effect; inconclusive = small, poorly fitted or top-dose-only effect, or another doubt; inactive = no such curve, though single readings can be large; an effect the other way counts as inactive or inconclusive. This is a subset; the hit share may differ from the screen's.

SMILES	Glioma ERSR ind	D2 potentiator	D1 antagonist	Vif-APOBEC3F blk	RXFP1 ag	LDHA inh	D1 PAM	Vif-APOBEC3G blk	D1 ag
COC(=O)C(CCSC)NC(=O)Cn1ncc2c([nH]c3ccccc32)c1=O (stereo not drawn)	-1%	4	-10	1%	4.1%	-5	-1	2%	1
Cc1cc(C)n2nc(SCN3C(=O)c4ccccc4C3=O)nc2n1	2%	1	-33*	-4%	2.7%	-14	0	1%	1
CCN(CC)c1ccc(NC(=O)Cn2c(C(C)NC(=O)c3ccc(C)cc3)nc3ccccc32)cc1 (stereo not drawn)	1%	9	-1	3%	-0.6%	0	0	0%	1
CNC(=S)N1N=C(c2ccc(C)cc2)CC1c1ccc(OC)cc1 (stereo not drawn)	3%	13	-40*	0%	0.2%	-3	-1	0%	-1
O=C(Cc1cccc(NC(=O)C2CCCN(C(=O)C3CCC3)C2)c1)Nc1cccc(C(=O)N2CCCCC2)c1 (stereo not drawn)	-2%	·	·	11%	·	-3	·	-9%	·
CCCCc1nc2cc(C(=O)N3CCC(OCCOC)CC3)ccc2o1	0%	18	8	12%	0.7%	-11	3	0%	1
O=C(Nc1ccccc1Oc1ccccc1)C1CCCC1	-3%	9	9	-14%	3.5%	4	-1	1%	6
Nc1nc(SCc2ccccc2)c2ncn(C3CCCCC3)c2n1	0%	·	·	0%	·	-6	·	-2%	·
COc1ccc(Cc2nc(-c3ccc(Br)o3)no2)cc1OC	10%	19	1	4%	3.4%	-4	4	-1%	8
C[C@H](CO)N1C[C@H](C)[C@@H](CN(C)S(=O)(=O)c2cccs2)Oc2ccc(NS(=O)(=O)c3cn(C)cn3)cc2C1=O	-1%	·	·	-5%	·	-5	·	1%	·
CNC(=S)NNC(=O)CCn1nc(C)c(Br)c1C	-4%	-7	3	-4%	1.3%	-9	-4	2%	2
O=C1c2ccccc2C(=O)N1CCc1nn[nH]n1	-3%	-4	-1	-10%	3.5%	-8	-3	3%	-1
CC(NC(=O)CCC(=O)c1cccs1)c1ccccc1 (stereo not drawn)	-1%	·	5	7%	0.0%	-4	2	-2%	2
Cc1sc2nc(SCC(=O)NCCOCCO)n(C)c(=O)c2c1C	-3%	-6	-11	-2%	0.3%	5	0	-1%	3
CCOC(=O)CNC(=O)N1[C@H](c2cccs2)[C@@H](C)C(=O)[C@@H](C)[C@@H]1c1cccs1	-2%	-11	-2	-13%	-1.2%	1	3	0%	2
N#Cc1ccccc1NC(=O)CSc1nnc(-c2ccncc2)o1	-5%	6	-3	1%	-0.9%	-1	-3	1%	2
O=C(COC(=O)c1ccncc1)NCCCc1ccccc1	-6%	10	12	-7%	-3.0%	-2	-6	-2%	4
CC(C)CNC(=O)NC(=O)COC(=O)c1cccc(NS(=O)(=O)c2ccc(F)c(F)c2)c1	-5%	1	-11	-9%	0.1%	1	5	0%	1
O=c1[nH]cnc2ccc([N+](=O)[O-])cc12	0%	15	6	2%	0.0%	-10	-8	4%	2
CCCCN=C1C([N+](=O)[O-])=CC=C2C1=NC1(CCCCC1)N2O	-3%	3	-13	-9%	0.5%	1	1	2%	1
CCOC(=O)CSc1nnc(Cc2ccccc2)n1Cc1ccco1	-6%	2	16	0%	-0.4%	-6	5	-1%	4
CCc1ccc(NC(=S)NC2CC3CCC(C2)N3Cc2ccco2)cc1 (stereo not drawn)	-3%	-24	-77*	0%	0.1%	-6	-3	0%	20
Cc1ccc(S(=O)(=O)N2CCOCC2)cc1C(=O)NCC1CCCO1 (stereo not drawn)	-4%	1	-15	1%	-1.1%	-1	-2	-5%	2
COc1ccc(CCNC(=O)c2cc(C(C)C)on2)cc1OC	0%	-7	-3	2%	-2.1%	3	-10	-6%	6
Brc1ccccc1OCCCCn1cnc2ccccc21	5%	-7	-17	-20%	0.9%	-4	-7	0%	9
Cc1cccc(N=CC=C2OC(C)(C)C(C)(C)O2)c1	8%	-8	34	-7%	1.1%	4	-6	0%	5
COc1ccc(NC(=O)CN2CCN(c3ccccc3Cl)CC2)cc1	-4%	-23	2	4%	0.8%	-2	-3	5%	1
CCOc1ccc(S(=O)(=O)Nc2cccc(C(=O)N(C)CC(=O)Nc3ccc(OC)cc3)c2)cc1	-3%	·	·	-16%	·	-8	·	-8%	·
Cc1ccc(-c2nc3ccccc3[nH]2)cc1NC(=O)COc1ccc(Cl)cc1Cl	-2%	3	6	?	-0.3%	-3	-3	-16%	0
CC(C)CC1NC(=O)c2cccnc2-n2c1nc1cc(F)ccc1c2=O (stereo not drawn)	5%	·	·	-1%	·	-4	·	-1%	·
COc1cc(/C=C2\SC(=O)NC2=O)ccc1OCC(=O)N1CCOCC1	0%	·	·	4%	·	-3	·	5%	·
CC(C)N(Cc1ccccc1)C(=O)/C=C/c1ccccc1[N+](=O)[O-]	2%	14	0	-8%	0.6%	13	2	-6%	4
COc1ccc(C2=C(Nc3ccc(C)cc3)c3ccccc3C2=O)cc1	-5%	8	0	-3%	0.5%	-3	-5	-2%	3
Cc1nn(Cc2ccc([N+](=O)[O-])cc2)c(=O)n1-c1ccc(F)cc1	-3%	17	5	-3%	0.3%	-7	-1	0%	2
C/C(N)=C(/C#N)C(=O)CSc1nc2ccccc2n1CC(C)C	6%	6	-2	-8%	-0.9%	-11	-3	0%	1
COc1ccc(/C=N/n2c(-c3ccco3)nc3ccccc3c2=O)cc1	1%	1	-4	7%	3.7%	-2	1	1%	0
O=C(O)c1cccc(N/N=C/c2sc(N3CCOCC3)nc2-c2ccccc2)c1	-3%	8	3	0%	12%	-5	-3	-2%	3
CC(C)CN1CCN(Cc2nc(C(C)C)cs2)CC1CCO (stereo not drawn)	18%	-10	1	-18%	4.6%	-1	-4	0%	2
CCCOc1ccc(-c2nn(-c3ccccc3)cc2C2NC(=O)NC(C)=C2C(=O)OC(C)C)cc1 (stereo not drawn)	1%	-5	23	4%	0.1%	1&-2	1	-1%	8
Cc1ccc(NC(=O)C2Cc3ccccc3O/C2=N\O)cc1C (stereo not drawn)	15%	-1	7	5%	-1.0%	-6	-1	-12%	1
COc1ccc(-c2cc(C(=O)N(C)Cc3ccccc3F)c3ccccc3n2)cc1OC	-3%	4	11	-9%	2.7%	-3	-3	-3%	0
CC(=O)c1cccc(NC(=O)Nc2ccc3c(c2)N(C)C(=O)CS3)c1	-1%	·	-14	1%	0.9%	-11	-5	-5%	12
CC1(C)c2[nH]c3ccccc3c2C[C@H]2C(=O)N(CCCCCO)CC(=O)N21	-1%	13	-1	2%	0.6%	-6	3	0%	1
CN(C(=O)c1ccc(NC(=O)Cc2cccc(NC(=O)C3CCCN(C(=O)c4ccccc4)C3)c2)cc1)C1CC1 (stereo not drawn)	0%	·	·	-3%	·	-9	·	1%	·
COCC(C)Nc1ncnc2c1cnn2-c1cccc(Cl)c1 (stereo not drawn)	-1%	15	-9	3%	0.3%	-4	-3	-12%	13
CS(=O)(=O)C1=NN2C(=N)/C(=C\c3ccc(OCCOc4ccccc4)cc3)C(=O)N=C2S1	1%	2	-4	-1%	2.5%	-1	-4	-5%	1
CC(C)(C)OC(=O)NCc1ccc(CNC(=O)c2nc[nH]c2C(=O)N2CCc3ccccc3C2)cc1	-2%	-6	1	5%	0.7%	1	-1	6%	-1
COc1ccc(CNC(=O)c2ccc3c(c2)N(Cc2c(F)cccc2Cl)C(=O)CS3)cc1	-2%	-2	-11	-3%	0.6%	0	-1	-3%	13
Cc1nc2ccccn2c1-c1csc(Nc2cccc(C(=O)O)c2)n1	-2%	-8	-7	19%	1.7%	-9	-3	-1%	1
CC(C)(C)C1(C)OC(C(N)=O)C(C(N)=O)O1 (stereo not drawn)	0%	0	8	-1%	0.4%	-3	-1	3%	2
CCN(CC)C(=O)CSc1nc2ccccc2c(=O)n1CCC(=O)NCc1ccc(F)cc1	-1%	·	1	5%	-0.2%	0	-8	3%	1
COc1ccc(-c2n[nH]c(C)c2-c2cnn(-c3ccccc3)c2)c(O)c1C	5%	-9	-5	0%	3.2%	-6	2	-13%	3
CCOC(=O)C(C)Sc1ncc(OC)c(=O)[nH]1 (stereo not drawn)	5%	-3	3	3%	0.1%	-3	-8	0%	2
CC1(C)Cc2nc3[nH]c(=S)[nH]c(=O)c3cc2CO1	2%	5	2	9%	0.7%	3	1	-11%	1
CC(C)(C)C(=O)Nc1cccc(-c2cn3cccnc3n2)c1	-3%	7	4	2%	9.4%	-3	-1	0%	0
COC(=O)C1C(=O)C(C(=O)/C=C/c2ccccc2)C(=O)CC1(C)C (stereo not drawn)	-6%	-11	-11	5%	1.6%	2	-11	-25%	3
CCOC(=O)C1=C(N)N2C(=O)C(C)SC2=C(C(=O)OC)C1c1ccccc1OC (stereo not drawn)	-2%	17	56	-1%	2.0%	1	5	-4%	18
COc1ccc(C(=O)N2CCC(c3nc(-c4ccc(S(=O)(=O)N5CCCC5)cc4)no3)CC2)cc1	-4%	7	-13	2%	0.7%	-3	2	0%	3
Cc1ccc(CSc2nnc(-c3cccnc3)n2N)cc1	-4%	3	21	-2%	0.2%	-1	-4	-1%	1
CC1CN(C(=O)C(C)Sc2nc3ccccc3s2)CC(C)O1 (stereo not drawn)	0%	14	-7	6%	1.8%	0	-4	6%	3
O=C(COC(=O)Cn1cnc2ccccc21)Nc1cccc2c1C(=O)c1ccccc1C2=O	-1%	-4	7	-17%	0.7%	-1	5	0%	-1

An excerpt of these results, with values under each structure:
Below each SMILES – Glioma ERSR ind	D2 potentiator	D1 antagonist	Vif-APOBEC3F blk	RXFP1 ag	LDHA inh	D1 PAM	Vif-APOBEC3G blk	D1 ag
COC(=O)C1C(=O)C(C(=O)/C=C/c2ccccc2)C(=O)CC1(C)C (stereo not drawn)
 : -6%	-11	-11	5%	1.6%	2	-11	-25%	3
CCOC(=O)C1=C(N)N2C(=O)C(C)SC2=C(C(=O)OC)C1c1ccccc1OC (stereo not drawn)
 : -2%	17	56	-1%	2.0%	1	5	-4%	18
